Rab2A wt mod – changes GTP binding to wildtype dog Rab2A, up or down | AID 760 | GTP binding activity, % at 10 µM | GST-Rab2 wt beads, Bodipy-GTP binding, flow cytometry | actives 0.19% (n = 190,000) | P61105;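 active = GTP binding activity at least 20 points away from 100%, either lowered or raised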;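 also: 0% = beads with excess unlabeled GTP and 100% = no-compound control corrected for plate trend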
Rac1 act GTP bind – human Rac1 activated mutant GTP binding change; GST-Rac1 activated beads, fluorescent GTP binding, flow cytometry; actives lie on both sides; 100% means binding = to untreated wells; percent activity (GTP binding), % at 10 µM; actives 0.11% (n = 190,000); AID 764;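 active = GTP binding at least 20 percentage points away from the 100% baseline, in either direction, so actives lie on both sides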
Rac1 wt GTP bind – alters GTP binding to wildtype human Rac1; GST-Rac1 beads, fluorescent GTP binding, flow cytometry; actives lie on both sides; 0 = cold GTP competed, 100 = untreated; GTP binding activity (% of control), % at 10 µM; actives 0.27% (n = 190,000); AID 757;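 active = GTP binding activity at least 20 points away from the 100% control level, either lower or higher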
Pf gametocyte – inhibitors of late stage P. falciparum gametocyte viability. P. falciparum stage V gametocytes, ATP luminescence, 24 h. inhibition, % at 10.9 µM. actives 0.065% (n = 150,000). AID 743093;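 active = inhibition above the mean plus 3 SD of compounds within the control limits, set per campaign, cut at about 38% in these data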;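 also: 0% = DMSO wells and 100% = medium only without gametocytes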
Cdc42 wt GTP – modulators (inhibitors or activators) of GTP binding to human Cdc42 wildtype; GST-Cdc42 beads, Bodipy-GTP binding, flow cytometry; actives lie on both sides; P60953; percent activity (GTP binding), % at 10 µM; actives 0.2% (n = 190,000);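 active = percent activity GTP binding at least 20 points away from the 100% baseline, either down as inhibitor or up as activator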;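 also: median bead fluorescence of bound Bodipy-FL-GTP at 100 nM; 0% = excess unlabeled GTP control and 100% = no compound control; below 100% means less GTP binding so inhibitor and above means activator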
HRas wt GTP – human HRas wildtype GTP binding, change in either direction; P01112; GST-Ras wt beads, Bodipy-FL-GTP binding, flow cytometry; actives lie on both sides; actives 0.14% (n = 190,000); GTP binding activity, % at 10 µM;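 active = GTP binding activity at least 20% away from the 100% baseline, either lowered as inhibitor or raised as activator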;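 also: 0% = unlabeled GTP competition control and 100% = no-compound control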
Target sequence (P01112 whole entry, looked up): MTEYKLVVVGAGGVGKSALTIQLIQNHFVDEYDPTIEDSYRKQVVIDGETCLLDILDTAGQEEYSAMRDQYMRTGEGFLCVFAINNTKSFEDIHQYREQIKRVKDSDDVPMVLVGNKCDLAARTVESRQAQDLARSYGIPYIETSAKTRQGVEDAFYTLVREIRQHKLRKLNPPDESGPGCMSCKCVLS
Avidin fluor – avidin bead compound fluorescence profile. fluorescence (KMESF) at 10 µM. actives 0.38% (n = 220,000). Avidin beads, compound fluorescence 488/530 nm, flow cytometry; active compounds read high; in the data active = fluorescence above about 47; also: inactives centre near 10
ABCB1 block – blocks JC-1 efflux by human ABCB1 transporter; P08183; CCRF-Adr cells, flow cytometry; inhibition, % at 6.6 µM; actives 0.067% (n = 190,000); AID 1326; in the data active = inhibition above about 40%;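 also: 0% = vehicle and 100% = reference inhibitor; higher value means more JC-1 retained so stronger ABCB1 efflux block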
GSH fluor – GSH bead compound fluorescence profile; GSH beads flow cytometry, compound fluorescence 488/530 nm; active compounds read high; fluorescence (KMESF) at 10 µM; actives 0.25% (n = 190,000); AID 1776; in the data active = fluorescence above about 89;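 also: glutathione beads carrying GST-tagged Bcl family fusion proteins plus one bare bead set; values are compound well signal with DMSO vehicle wells as background; inactives centre near 16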
Rab7 wt GTP bind – dog Rab7 wildtype GTP binding, inhibitors and activators; AID 758; actives 0.055% (n = 190,000); GTP binding activity (percent of control), % at 10 µM; GST-Rab7 beads, fluorescent GTP binding, flow cytometry; actives lie on both sides; untreated = 100%, excess cold GTP = 0%;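 active = fluorescent GTP binding to Rab7 beads changed by at least 20 points from the 100% baseline, either direction, mostly lower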;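 also: median green fluorescence of bound Bodipy-FL-GTP per Rab7 bead population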
ABCG2 block – inhibitors of human ABCG2 transporter, ABCB1 counter-screen | actives 0.1% (n = 190,000) | IgMXP3 cells, JC-1 efflux, flow cytometry | inhibition, % at 6.6 µM | Q9UNQ0 | AID 1325;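 active = inhibition above 80%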;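 also: 0% = DMSO and 100% = nicardipine control wells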
Target sequence (Q9UNQ0 whole entry, looked up): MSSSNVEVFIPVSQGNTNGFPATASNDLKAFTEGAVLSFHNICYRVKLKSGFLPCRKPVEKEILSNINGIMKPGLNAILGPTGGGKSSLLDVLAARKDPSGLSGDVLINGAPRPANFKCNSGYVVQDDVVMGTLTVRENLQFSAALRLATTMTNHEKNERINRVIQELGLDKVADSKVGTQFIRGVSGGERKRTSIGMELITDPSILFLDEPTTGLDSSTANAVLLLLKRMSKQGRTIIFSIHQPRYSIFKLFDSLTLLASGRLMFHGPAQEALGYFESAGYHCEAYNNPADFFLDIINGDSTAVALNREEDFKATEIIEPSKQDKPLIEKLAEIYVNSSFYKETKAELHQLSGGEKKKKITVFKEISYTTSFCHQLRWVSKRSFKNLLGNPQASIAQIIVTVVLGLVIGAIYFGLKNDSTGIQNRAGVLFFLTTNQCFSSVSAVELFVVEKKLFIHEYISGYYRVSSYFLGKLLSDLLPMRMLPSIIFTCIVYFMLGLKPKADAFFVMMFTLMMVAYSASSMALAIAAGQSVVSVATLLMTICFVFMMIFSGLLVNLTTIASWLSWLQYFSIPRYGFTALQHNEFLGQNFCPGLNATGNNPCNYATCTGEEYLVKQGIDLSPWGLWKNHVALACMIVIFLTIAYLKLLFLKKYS
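Measure – % inhibition of efflux relative to nicardipine and DMSO · Test system – ABCG2 IgMXP3 and barcoded ABCB1 CCRF-Adr cell mix · Control set – nicardipine as high control, DMSO as low control · Compound – one concentration, 6.6 µM final · Signal – flow cytometry of retained JC-1 fluorescence · Timing – 10 min exposure at 25 °C with rotation, no wash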
Numbers without * were called inactive; . = not tested or not shown.

Structure	Rab2A wt mod	Rac1 act GTP bind	Rac1 wt GTP bind	Pf gametocyte	Cdc42 wt GTP	HRas wt GTP	Avidin fluor	ABCB1 block	GSH fluor	Rab7 wt GTP bind	ABCG2 block
COc1ccc(Nc2ncnc3ccc([N+](=O)[O-])cc23)c(OC)c1	97	94	100	-10	95	98	11	0.8	15	94	3
CCOC(=O)CSc1nc2cc(C(=O)NCc3ccco3)ccc2c(=O)n1C1CCCCC1	106	101	108	.	103	104	10	0.6	14	101	2
CCN(CC)S(=O)(=O)c1ccc(C(=O)Nc2ccc(OCC(=O)N3CCOCC3)cc2)cc1	103	101	108	.	103	103	32	0.7	25	99	6
Cc1ccc(C)n1CCN1CCN(CC(=O)Nc2cc(C(F)(F)F)ccc2Cl)CC1	99	98	99	.	99	98	23	0.6	26	99	2
Cc1cc(NC(=O)CSc2nnc3c(C)cc4ccccc4n23)no1	95	94	90	-14	94	96	18	1.7	6	98	13
COC(=O)c1cc(OC)c(OC)cc1NC(=O)c1c(-c2ccccc2Cl)noc1C	103	97	102	.	102	102	14	3.4	23	101	6
CCCCCCCCn1cc(C(C)=O)c(=O)[nH]c1=O	97	97	98	.	99	98	11	0.5	11	98	2
CC1=NOC(=O)/C1=C/c1ccc(-c2ccc(Cl)cc2)o1	92	90	90	.	92	91	3	-0.2	12	96	-1
COCC(=O)NCc1ccc2c(c1)OCO2	105	103	106	-18	103	103	33	1.1	22	100	10
CC(=O)NC(CC(=O)c1ccc([N+](=O)[O-])cc1)C(Cl)(Cl)Cl (stereo not given)	101	103	104	20	104	101	16	0.9	17	100	2
CN(CCc1ccccn1)C(=O)CC1C(=O)NCCN1Cc1ccccc1C(F)(F)F (stereo not given)	98	94	95	-16	96	97	6	0.8	19	95	2
CNc1ccc(NC(C)=O)cc1[N+](=O)[O-]	97	98	102	9	103	97	13	-0.1	13	96	0
COc1cc(CN2CC(=O)N(c3ccc(C)c(C)c3)C2=S)cc(OC)c1OC	98	100	96	-9	96	95	15	.	6	92	1
CCCC(=O)N1CC(=O)Nc2ccc(F)cc2C1c1ccccc1 (stereo not given)	101	99	103	.	97	97	4	0.6	14	100	1
COc1ccnc(Oc2ccccc2)c1C(N)=O	97	98	99	11	96	94	3	0.0	10	98	6
CN(C)/C=C/C(=O)c1cnc(-c2cccc(Cl)c2)s1	97	94	99	-4	101	95	22	3.4	13	101	0
Clc1ccc(OCc2nc(-c3ccncc3)no2)c(Br)c1	102	100	107	.	104	101	7	0.8	25	98	12
O=[N+]([O-])c1cccc(/C=N\N2CCN(Cc3ccccc3Cl)CC2)c1	100	98	103	.	98	101	24	0.8	16	99	2
Nn1c(Nc2ccccc2)nc2ccccc2c1=O	104	98	101	.	102	102	18	-0.1	31	100	.
COc1ccc(C)cc1NS(=O)(=O)c1cn(C)nc1C	99	96	99	12	98	98	10	0.8	26	104	0
Cc1ccccc1NC(=S)N(CCc1c(C)[nH]c2ccc(F)cc12)Cc1cccnc1	99	93	93	.	94	96	22	1.9	10	99	4
CC1=CC(C)(C)n2c(O)c(C3=NC(=S)NC3=O)c3cc(OC(=O)c4cccc5ccccc45)cc1c32	94	98	98	.	97	97	10	-0.7	73	92	-1
Cc1cccc(S(=O)(=O)NCCC(=O)OC(C)C(=O)NC(=O)NC2CCCCC2)c1 (stereo not given)	104	100	113	.	102	105	8	1.4	258*	102	4
CCOC(=O)c1ccc(NC(=S)N(CCCN2CCCC(C)C2)Cc2ccco2)cc1 (stereo not given)	102	102	103	1	102	102	11	0.3	14	103	0
CCn1c(O)c(N=NC(=O)C2C(=O)NCC2c2ccccc2)c2ccccc21 (stereo not given)	98	100	103	14	101	100	9	0.2	19	100	9
Cc1cc(C(=O)NC2CCCCC2)c(C)n1-c1ccc(F)cc1	101	100	106	1	102	102	3	1.2	9	102	14
COc1ccc(CNC(=O)CC2C(=O)NCCN2CC(C)(C)C)c(OC)c1 (stereo not given)	94	97	100	13	95	96	10	0.3	13	93	1
Cc1ccc(S(=O)(=O)CCNC(=O)Cc2ccccc2)cc1	93	96	98	.	94	93	10	0.6	17	94	1
COc1ccccc1CC(=O)Nc1ccc(-c2noc(COc3ccc(Cl)c(C)c3)n2)cc1	100	98	107	-28	100	101	26	-0.9	24	103	-5
COC(=O)NNC(=S)Nc1ccc(Br)cc1	97	99	102	17	97	97	16	0.5	24	96	1
c1ccc2c(c1)sc1nnnn12	98	98	100	.	100	99	13	0.2	24	96	2
CCOC(=O)Nc1ccc2c(c1)Sc1ccccc1N2C(=O)CCN1CCOCC1	95	94	97	3	94	94	30	1.5	23	99	2
Cc1nnc(SCCn2c(N3CCC(C)CC3)nc3c2c(=O)[nH]c(=O)n3C)s1	103	102	113	.	104	102	13	0.4	29	99	11
CCCOc1ccc(C2NC(=S)NC(c3ccccc3)=C2C(=O)Nc2ccc(C)cc2)cc1OC (stereo not given)	99	98	104	.	104	100	19	2.7	14	99	53
COc1ccc(OCC(=O)Nc2ccc(S(=O)(=O)N3CCCCCC3)cc2)cc1	94	93	91	-4	95	97	15	0.4	26	98	5
Nc1cc(-c2cccc(F)c2)nn1S(=O)(=O)c1cccc2nsnc12	100	98	103	.	101	101	22	-0.1	15	103	0
CC1=C(C(=O)OCC(C)C)C2(O)C(=O)c3ccccc3C2(O)N1 (stereo not given)	100	103	106	-5	101	102	3	0.7	9	97	7
CC(C(=O)Nc1cc(C(F)(F)F)ccc1N1CCOCC1)N1C(=O)C2CC=CCC2C1=O (stereo not given)	109	99	103	.	106	109	14	0.0	15	110	0
Cc1cc(NC(=O)c2ccc([N+](=O)[O-])cc2Cl)ccc1NC(=O)c1ccco1	100	97	105	13	99	99	6	1.5	10	103	1
O=C(O)CC1=C(c2ccc(F)cc2)CCC1=O	104	108	105	15	107	104	6	0.5	19	97	3
c1ccc(CCC2CCCCN2Cc2nc(C3CC3)no2)cc1 (stereo not given)	95	96	95	2	96	96	10	1.2	15	97	1
CCCCn1nc(C(=O)Oc2ccc3c(C)cc(=O)oc3c2)c2ccccc2c1=O	97	98	102	-4	97	98	14	0.9	16	96	2
COc1ccc2nc(SCC(=O)N3CCNC3=O)[nH]c2c1	99	98	98	16	98	98	11	-7.6	11	99	-7
O=C(Nc1nnc(-c2ccco2)o1)C1CC1	96	98	100	13	96	102	23	-0.2	9	107	0
COCCCNc1ncnc2nc[nH]c12	98	98	101	.	96	97	5	-2.4	23	98	-3
Cc1ccc(Oc2ncccc2C(=O)NC2CCSC2=O)cc1 (stereo not given)	99	96	98	-17	97	97	9	0.2	13	107	0
Cn1c(=NC(=O)C2CCCCC2)sc2cc([N+](=O)[O-])ccc21	98	94	97	8	91	98	6	-0.2	8	105	0
CCN(CC)S(=O)(=O)c1ccc(OC)c(NC(=S)Nc2cc(C)ccc2C)c1	101	98	106	.	101	101	10	0.9	9	97	7
CCOC(=O)Cn1c(N)c(C(=O)OC)sc1=S	104	99	107	.	107	103	8	0.1	12	101	1
Cc1ccc2nc(-c3ccc(Br)o3)oc(=O)c2c1	90	94	93	.	92	94	8	0.3	19	97	4

Later entries.
Structure	Rab2A wt mod	Rac1 act GTP bind	Rac1 wt GTP bind	Pf gametocyte	Cdc42 wt GTP	HRas wt GTP	Avidin fluor	ABCB1 block	GSH fluor	Rab7 wt GTP bind	ABCG2 block
COC(=O)c1cc(NC(=O)c2ccccc2)c(=O)oc1C	99	98	103	.	98	98	9	1.0	20	97	9
NC1=NC(=O)C(Cc2ccccc2)S1 (stereo not given)	94	96	101	-28	95	96	9	0.3	10	98	1
Cn1c(=O)[nH]c(=O)c2c1nc(CN1CCOCC1)n2CCCO	106	101	106	.	107	104	8	0.4	17	110	5
O=C(CN(c1ccc(Cl)cc1)S(=O)(=O)c1ccc(Cl)c([N+](=O)[O-])c1)NCCc1ccc(F)cc1	101	102	103	19	103	102	1	0.8	6	104	4
CSc1ccc(S(=O)(=O)NCCSc2ccccn2)cc1	93	88	96	15	99	99	24	0.2	17	97	1

Random excerpt: two compounds from above.
Structure	Rab2A wt mod	Rac1 act GTP bind	Rac1 wt GTP bind	Pf gametocyte	Cdc42 wt GTP	HRas wt GTP	Avidin fluor	ABCB1 block	GSH fluor	Rab7 wt GTP bind	ABCG2 block
O=C(CN(c1ccc(Cl)cc1)S(=O)(=O)c1ccc(Cl)c([N+](=O)[O-])c1)NCCc1ccc(F)cc1	101	102	103	19	103	102	1	0.8	6	104	4
COC(=O)c1cc(NC(=O)c2ccccc2)c(=O)oc1C	99	98	103	.	98	98	9	1.0	20	97	9

Compound activity from PubChem BioAssay.
